Anthrax LF prot – blocks Bacillus anthracis lethal factor protease; P15917; multiplex microsphere protease cleavage assay, LF; inhibition, % at 10 µM; actives 0.12% (n = 360,000); AID 588501; in the data active means inhibition above about 30%; further: plate controls were buffer without enzyme for full effect and enzyme alone for no effect
BH1578 lux ind – quorum light induction in luxS cqsA deficient V. cholerae; V. cholerae BH1578 lux reporter, luminescence, 6 h; activation, % at 18.7 µM; actives 0.16% (n = 350,000); in the data active means activation mostly above about 9.7%, no sharp cut-off; further: not every result past the cut was called active; inactives centre near 0; reference of the scale not given here
PfHsp40 rescue – rescue of PfHsp40-mediated yeast toxicity; S. cerevisiae expressing PfHsp40, growth rescue, ATP luminescence; growth rescue, % at 12.5 µM; actives 0.68% (n = 340,000); AID 504582; in the data active means growth rescue above about 28%, passing the limit was not always enough;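 further: yeast W303a lacking pdr1 and pdr3 grown in galactose medium; growth measured after three days at 30 °C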
TcdB inh – TcdB glycohydrolase inhibition; P18177; TcdB glycohydrolase enzymatic assay, plate reader; inhibition, % at 9.99 µM; actives 0.24% (n = 350,000); in the data active means inhibition above about 10%
Yp Topo-I inh – blocks Yersinia pestis topoisomerase I activity; Y. pestis Topo-I cleavage product accumulation, plate reader; activity, % at 10 µM; actives 0.064% (n = 360,000); in the data active means activity above about 50%, passing the limit was not always enough; further: inactives centre near 2
PriA SSB inh – K. pneumoniae PriA-SSBct interaction inhibition. inhibition, % at 33 µM. AID 1272365. AlphaScreen SSBct-PriA binding, biotinylated peptide. actives 0.6% (n = 430,000); in the data active means inhibition mostly above about 37%, no sharp cut-off; inactive means mostly below about 20%;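 further: plate controls were negative control peptide for no effect and reference peptide for full effect; strong numbers were not always called active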
Rv3671c protease – inhibits the M. tuberculosis serine protease Rv3671c | P9WHR9 | actives 0.048% (n = 320,000) | inhibition, % at 5.96 µM; in the data active means inhibition above about 38%;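 further: extracellular domain of Rv3671c used as enzyme; 0% = enzyme with DMSO and 100% = no enzyme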
SARS 3CLpro inh – SARS-CoV 3CLpro protease inhibition; P0C6X7; recombinant SARS-CoV 3CLpro, quenched FRET peptide cleavage; inhibition, % at 6 µM; actives 0.14% (n = 290,000); AID 1706; in the data active means inhibition above about 12%
DUSP3 inh – blocks human VHR1 dual specificity phosphatase; inhibition, % at 13.3 µM; AID 1654; P51452; recombinant VHR phosphatase, pNPP absorbance; actives 0.52% (n = 290,000); in the data active means inhibition above about 50%; further: some compounds called inactive have numbers as strong as hits
MazF activator – increases E. coli MazEF RNase cleavage of RNA. AID 504720. FAM/BHQ RNA-DNA oligo cleavage fluorescence, 5 h. activation, % at 20 µM. actives 0.32% (n = 350,000); in the data active means activation above about 50%
* marks the source's active call; other numbers are inactive results; i = inactive; nt = no result given; & = joins results of further samples. The list is partial, so the mix of outcomes need not match the whole.

SMILES | Anthrax LF prot | BH1578 lux ind | PfHsp40 rescue | TcdB inh | Yp Topo-I inh | PriA SSB inh | Rv3671c protease | SARS 3CLpro inh | DUSP3 inh | MazF activator
O=C1NC(=O)C(CCc2ccncc2)(CCc2ccncc2)C(=O)N1C1CCCCC1 | -1 | 0.7 | -0.9 | 1.6 | 17 | -5 | 4 | 5 | 34 | -4
Cc1ccc(CC2(O)CC(C)N(C)CC2C)c(C)c1 (stereo not given) | -2 | -6.7 | -1.7 | nt | 5 | 9 | 1 | 3 | 43 | 4
O=c1c2ccccc2nnn1CSc1ccccc1F | -2 | -0.1 | 1.3 | nt | 3 | -25 | -4 | -2 | -11 | -1
O=C(/C(=C/O)N=Nc1ccccc1)c1cccs1 | -5 | -0.7 | -1.5 | 1.2 | -1 | nt | -4 | 3 | 24 | 0
CC(=O)Nc1ccc(C(=O)NCC(=O)OCc2c(F)cccc2Cl)cc1 | -2 | i | -0.7 | -0.3 | 8 | -10 | 0 | -2 | 4 | 2
O=C(COC(=O)c1ccccc1O)NC(=O)NCc1ccccc1 | 0 | -0.9 | 0.2 | 5.9 | -8 | -4 | nt | nt | nt | -7
CCN1C(=O)C(CC(=O)Nc2c(C)cccc2C)SC1=Nc1ccc(S(N)(=O)=O)cc1 (stereo not given) | 0 | i | -1.4 | nt | -8 | -3 | -5 | 5 | 9 | 9
CC(C)CN1CCC(=O)N([C@H](CO)Cc2ccccc2)CC1 | -2 | i | -1.6 | 1.4 | 0 | -11 | 9 | -9 | 36 | 5
CC(C)C(NS(=O)(=O)c1cccs1)C(=O)NCc1ccc2c(c1)OCO2 (stereo not given) | -2 | -0.2 | 1.6 | 1.2 | 3 | -11 | -6 | -3 | -15 | 5
Cc1cccc(CN2CCC(CNC(=O)Nc3ccccc3F)CC2)c1 | -11 | 2.2 | -0.3 | -0.4 | 8 | -14 | nt | nt | nt | 5
COc1ccc(S(=O)(=O)Cc2ccc(C(=O)N3CCN(C4CCCCC4)CC3)o2)cc1 | -8 | -0.2 | 1.3 | nt | 21 | -8 | 1 | 1 | 29 | 2
COc1ccc(S(=O)(=O)N2CCN(c3ccccc3)CC2)cc1OC | nt | -0.6 | nt | -0.4 | 4 | 6 | nt | nt | nt | -30
CCN1CCN(C(c2cccs2)C(C)NC(=S)NC2CCCCC2)CC1 (stereo not given) | 7 | -0.3 | -0.2 | 1.3 | -3 | 0 | 1 | 1 | 17 | 5
COc1ccc(Cl)cc1S(=O)(=O)N1CCCC(C(=O)NCC(N)=O)C1 (stereo not given) | -1 | i | -1.4 | nt | 0 | -13 | 2 | -6 | nt | 4
CCSC1=NC(C)(C)C=C(C)N1 | -1 | 3.1 | -0.6 | nt | 6 | 3 | 5 | -1 | 13 | -1
CCN(C(=O)COC(=O)c1cc(=O)[nH]c2ccccc12)c1c(N)n(Cc2ccccc2)c(=O)[nH]c1=O | 2 | i | -0.2 | 1.4 | 4 | -3 | nt | nt | nt | -13
COc1cc(/C=N/NC(=O)c2cccc(N3CCCC3=O)c2)ccc1O | 24 | -10 | 0.7 | 4.9 | -15 | nt | 1 | -2 | 18 | 1
CCOP(=O)(c1ccc(N(C)C)cc1)C(O)c1c(Cl)cccc1Cl (stereo not given) | -2 | -0.4 | 0.6 | nt | 6 | -17 | 3 | -10 | 6 | 3
COc1ccccc1C(=O)COC(=O)Cc1n[nH]c(=O)c2ccccc12 | 2 | -2.4 | -1.6 | 1.5 | 4 | 6 | 5 | nt | nt | -4
COc1cc(NC(=O)c2ccco2)c(OC)cc1NC(=O)c1cc(OC)c(OC)c(OC)c1 | 0 | nt | 2.2 | nt | -3 | -20 | 8 | 4 | -9 | 4
Cc1ccccc1-c1nc(C#N)c(N2CCC(C)CC2)o1 | -2 | -0.3 | 3.5 | 1.6 | 44 | 29 | 0 | -1 | -3 | -1
Cc1onc(-c2c(F)cccc2Cl)c1C(=O)Nc1cccc2nsnc12 | -1 | i | -0.2 | nt | 26 | -56 | 0 | -4 | 17 | 4
CN(C)S(=O)(=O)c1ccc(NC(=O)Cn2c(-c3ccccc3)noc2=O)cc1 | -4 | i | -0.7 | 0.9 | -5 | -15 | -12 | 3 | -4 | -10
c1csc(C2=NNC(=NC3CCCCC3)SC2)c1 | -9 | -0.4 | -0.5 | -0.2 | -6 | 2 | 7 | 5 | 14 | -4
CC(=O)C(C)n1c(CN(C)Cc2ccccc2)nc2c1c(=O)n(C)c(=O)n2C (stereo not given) | 23 | i | 0.5 | 1.5 | 3 | 6 | -4 | 6 | 20 | -3
Cn1c(=O)c(C(=O)Nc2ccccn2)c(O)c2ccccc21 | -3 | 2.5 | -0.7 | nt | -4 | -14 | 4 | -4 | -8 | 7
COC(=O)[C@]1(CC(C)C)N[C@H](c2ccc(-c3ccc(OC)cc3)cc2)[C@@H]2C(=O)N(C)C(=O)[C@@H]21 | -9 | i | 1.0 | -1.2 | 29 | 0 | 5 | nt | nt | 1
CCCCCCSc1cc(-c2nc3ccc(C)cn3c2NCCCC)ccc1OC | -14 | i | 7.4 | -0.8 | 21 | 19 | 6 | nt | nt | -2
CCOCCCNC(=O)c1cc2c(=O)n3cccc(C)c3nc2s1 | 5 | -0.6 | -0.1 | -3.6 | -7 | 3 | -8 | -2 | -4 | -15
O=c1c2c([nH]n1-c1ccccc1)CCCC2 | -3 | 0.5 | 1.3 | 1.5 | -9 | -6 | 1 | 6 | 33 | 6
Cc1nc([N+](=O)[O-])c(Br)n1Cc1ccc(Cl)c(Cl)c1 | 1 | -0.6 | -0.3 | 0.5 | 1 | -3 | nt | -1 | 16 | -3
Cc1cccc(-n2ncc3c(NCCCN4CCCC4=O)ncnc32)c1 | -3 | i | 1.0 | nt | 1 | -9 | -1 | 0 | 12 | 0
CC1CCCN(C(=O)CN2CCC(c3nc4ccc(Cl)cc4[nH]3)CC2)C1 (stereo not given) | -2 | -0.6 | 0.1 | -0.8 | -1 | -4 | -1 | 3 | 23 | 8
CN1C(=O)/C(=C/c2ccco2)SC1=Nc1ccc(N2CCOCC2)cc1 | 1 | -0.2 | 0.9 | nt | -1 | 33 | 0 | -4 | 8 | 2
CCc1ccc2c(CN3CCC(C(=O)OC)CC3)cc(=O)oc2c1 | -1 | -0.8 | -1.5 | 0.5 | 14 | -17 | -14 | 1 | 6 | 5
CCN(CC)S(=O)(=O)c1ccc(C(=O)OCC(=O)NCc2ccco2)cc1 | -5 | 0.8 | -0.9 | 0.3 | 3 | -17 | 13 | -1 | 23 | -2
COc1cc(C(O)P(=O)(OC(C)C)c2ccc(N(C)C)cc2)cc(OC)c1OC (stereo not given) | -8 | i | -0.1 | nt | -4 | -23 | -3 | 0 | 21 | 3
CCOc1ccc(NS(=O)(=O)c2ccc(C(=O)NCC(c3cccs3)N3CCOCC3)cc2)cc1 (stereo not given) | -2 | i | -0.2 | -3.5 | 6 | -1 | -10 | nt | nt | -14
CN(Cc1ccccc1)C(=O)c1ccc(NC(=O)C2CCCN(C(=O)OC(C)(C)C)C2)cc1 (stereo not given) | -7 | 0.4 | -0.5 | 0.6 | 2 | 10 | -4 | nt | nt | 4
Cc1ccccc1NC(=O)Cc1nc(COC(=O)C(C)C)cs1 | -3 | i | 1.4 | 3.0 | 7 | -19 | 2 | -3 | 10 | 6

2 of the compounds above, with tabs.
SMILES	Anthrax LF prot	BH1578 lux ind	PfHsp40 rescue	TcdB inh	Yp Topo-I inh	PriA SSB inh	Rv3671c protease	SARS 3CLpro inh	DUSP3 inh	MazF activator
O=C(/C(=C/O)N=Nc1ccccc1)c1cccs1	-5	-0.7	-1.5	1.2	-1	nt	-4	3	24	0
CCCCCCSc1cc(-c2nc3ccc(C)cn3c2NCCCC)ccc1OC	-14	i	7.4	-0.8	21	19	6	nt	nt	-2

Compound profiles, from the list above:
CN(C)S(=O)(=O)c1ccc(NC(=O)Cn2c(-c3ccccc3)noc2=O)cc1 reads Anthrax LF prot: -4; BH1578 lux ind: i; PfHsp40 rescue: -0.7; TcdB inh: 0.9; Yp Topo-I inh: -5; PriA SSB inh: -15; Rv3671c protease: -12; SARS 3CLpro inh: 3; DUSP3 inh: -4; MazF activator: -10
CC(=O)C(C)n1c(CN(C)Cc2ccccc2)nc2c1c(=O)n(C)c(=O)n2C (stereo not given) reads Anthrax LF prot: 23; BH1578 lux ind: i; PfHsp40 rescue: 0.5; TcdB inh: 1.5; Yp Topo-I inh: 3; PriA SSB inh: 6; Rv3671c protease: -4; SARS 3CLpro inh: 6; DUSP3 inh: 20; MazF activator: -3

Following part.
SMILES | Anthrax LF prot | BH1578 lux ind | PfHsp40 rescue | TcdB inh | Yp Topo-I inh | PriA SSB inh | Rv3671c protease | SARS 3CLpro inh | DUSP3 inh | MazF activator
Cc1ccc(C)c(N=Cc2ccc(-c3ccc([N+](=O)[O-])cc3)o2)c1 | -7 | i | -0.2 | 0.5 | 6 | -15 | 5 | 2 | 28 | -3
CC(C)(C)c1ccc(S(=O)(=O)N2CCCC2C(=O)N2CCOCC2)cc1 (stereo not given) | -13 | -0.2 | -2.0 | 0.3 | 10 | -30 | 4 | 2 | 8 | -29
Cc1ccc(CN(C(=O)c2ccccc2C)C2CCS(=O)(=O)C2)o1 (stereo not given) | -2 | i | 1.7 | 2.5 | 12 | -2 | 3 | 5 | 25 | 4
COCCNS(=O)(=O)c1ccc(-c2ccc(Cl)cc2)cc1 | -2 | -0.3 | -0.5 | -0.5 | 3 | -1&-1&-2 | 5 | -7 | -14 | -20
Cc1cc(=O)[nH]c(SCC(=O)NC(C)C2CC3CCC2C3)c1C#N (stereo not given) | 1 | 1.4 | 1.2 | -1.8 | 10 | -5 | -4 | -1 | 6 | 11
C=CCOc1c(Cl)cc(CNc2nccs2)cc1OC | 0 | -2.2 | 0.5 | 0.2 | -2 | -9 | 6 | 2 | 8 | -6
Cc1ccc(/C=N/N2CCN(Cc3cccc4ccccc34)CC2)s1 | 0 | -0.2 | -0.1 | 0.9 | 14 | nt | -4 | nt | nt | -1
CCn1c(SCC(=O)Nc2nc(-c3ccccc3)cs2)nnc1-c1ccccc1 | -2 | -0.9 | 1.9 | nt | 15 | 6 | -28 | 4 | 25 | 4
Cc1ccc(C(=O)NCC(=O)N2CCN(c3cccc(Cl)c3)CC2)s1 | 0 | -0.1 | 6.8 | -0.2 | -11 | -4 | 7 | nt | nt | 0
O=C(NC1CCN(Cc2ccccc2)CC1)c1cc(S(=O)(=O)Nc2ccc(F)cc2)ccc1Cl | 0 | -1.0 | -2.5 | -0.4 | -15 | 8 | nt | nt | nt | 2
CC(/C=C1\SC(=S)N(CCCC(=O)Nc2ccc(C(=O)O)cc2)C1=O)=C\c1ccccc1 | 4 | -0.2 | 0.8 | nt | 0 | 40 | -59 | 0 | -14 | 0
Cc1ccccc1C(=O)Nc1ccc(S(=O)(=O)NCC2CCCO2)cc1 (stereo not given) | 2 | i | nt | 0.8 | 7 | nt | nt | nt | nt | 3
Cn1nc(C(=O)NC2CCCCC2)c2c1-c1ccccc1SC2 | 1 | -0.2 | 6.2 | 0.4 | 9 | -5 | -9 | -6 | 2 | -2
CCCCC[C@@H](O)c1cc2ccccc2c(=O)o1 | 6 | -0.3 | 6.3 | 0.2 | 13 | -9 | -1 | nt | nt | 5
CCOC(=O)Cn1nc(C)c(NC(=O)c2ccc(Br)o2)c1C | -11 | i | 0.4 | 0.9 | -6 | -6 | 5 | -3 | 25 | 10
Cc1ccc(S(=O)(=O)N2CCCCC2)cc1C(=O)N1CCN(c2ccccn2)CC1 | -4 | -0.1 | 0.2 | 0.7 | 4 | -4 | 5 | 6 | 17 | -2
CCc1nc2c(OCC(=O)C(C)(C)C)cccn2c1N(C)C(=O)COc1ccccc1 | -2 | i | nt | 0.2 | 7 | nt | nt | nt | nt | nt
c1cc(-c2ccc(N3CCOCC3)cc2)n2cnnc2c1 | -5 | -0.6 | nt | 0.4 | -2 | nt | nt | nt | nt | nt
Cc1cc(C)c2c(n1)sc1c(N3CCN(C)CC3)ncnc12 | -4 | 0.2 | 0.4 | -0.1 | 7 | 1 | 2 | -2 | 16 | -3
CCOc1ccccc1-n1c(SC(C)C(=O)NCC2CCCO2)nc2ccccc2c1=O (stereo not given) | 3 | -0.2 | -1.1 | 2.5 | 7 | -7 | -1 | nt | nt | 3
